DAGLB inhibitor: diacylglycerol lipase beta (human) inhibition | HEK293T DAGLB membrane lysate, EnzChek fluorogenic substrate | inhibition, % at 5.17 µM | hit rate 0.059% among 340,000 | Q8NCG7; in the data active = inhibition above about 34%;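 note: 0% = enzyme with vehicle and 100% = wells lacking enzyme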
Target sequence (Q8NCG7 whole entry, looked up): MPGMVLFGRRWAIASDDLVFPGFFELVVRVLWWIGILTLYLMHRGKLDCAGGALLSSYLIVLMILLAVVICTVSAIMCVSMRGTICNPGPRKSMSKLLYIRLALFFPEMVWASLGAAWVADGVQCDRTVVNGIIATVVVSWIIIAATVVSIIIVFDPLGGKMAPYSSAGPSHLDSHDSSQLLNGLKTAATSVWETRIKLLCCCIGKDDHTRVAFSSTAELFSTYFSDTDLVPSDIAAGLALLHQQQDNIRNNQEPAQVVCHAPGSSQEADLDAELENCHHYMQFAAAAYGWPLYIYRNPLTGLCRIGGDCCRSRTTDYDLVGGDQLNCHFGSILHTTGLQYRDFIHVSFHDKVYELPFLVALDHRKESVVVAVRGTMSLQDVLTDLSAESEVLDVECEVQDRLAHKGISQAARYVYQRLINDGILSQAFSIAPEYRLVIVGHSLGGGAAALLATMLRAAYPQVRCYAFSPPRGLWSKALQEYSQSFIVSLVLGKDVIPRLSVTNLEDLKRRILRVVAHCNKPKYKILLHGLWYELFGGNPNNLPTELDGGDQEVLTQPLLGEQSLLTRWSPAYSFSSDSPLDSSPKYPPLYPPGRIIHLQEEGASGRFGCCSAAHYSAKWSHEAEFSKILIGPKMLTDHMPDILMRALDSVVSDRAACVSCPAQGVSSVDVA
E coli growth: reduces bacterial viability in AddAB counter-screen | E. coli V3065 growth, OD600 absorbance, 18 h | inhibition, % at 11.9 µM | hit rate 0.27% among 330,000 | AID 449728;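 active = inhibition above the campaign's mean inhibition across all tested compounds plus 3 SD, cut at about 9.9% in these data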;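 note: uninfected addAB+ strain grown without phage in ampicillin broth; 0% = DMSO wells and 100% = ciprofloxacin 0.95 µg/ml wells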
PfHsp90 yeast 2: reduces growth (ATP signal) of yeast expressing P. falciparum Hsp90. S. cerevisiae expressing PfHsp90, BacTiter-Glo ATP, 48 h; yeast lacking PDR1 and PDR3 efflux regulators. inhibition, % at 9.4 µM. hit rate 0.32% among 310,000. AID 504621;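 active = every replicate shows inhibition above about 80%, whatever the replicate mean, limit read from the data; inconclusive = mean inhibition reaches the set limit but some replicate falls short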;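 note: 0% = DMSO neutral controls and 100% = 20 µM radicicol positive controls; yeast relying on Plasmodium falciparum Hsp90 in place of its own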
Tat export inh: inhibitors of E. coli Tat protein transport; E. coli MC4100 TorA-mCherry Tat export, fluorescence; inhibition, % at 10 µM; hit rate 0.036% among 340,000;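 active = mean replicate inhibition at least 50% and at least half of replicates individually reaching 50%; inconclusive = only one of the two criteria met; inactive = neither criterion met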;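 note: exported cargo escapes ClpAP degradation while cytoplasmic cargo is degraded and loses fluorescence; 0% = median of neutral control wells and 100% = median of NaSCN control wells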
Wnt bcat act: activates Wnt/beta-catenin signaling in a reporter cell assay | AID 743398 | hit rate 1.2% among 300,000 | activator, plate reader | activation, % at 9.35 µM; in the data active = activation above about 30%, passing the limit was not always enough; inconclusive = no clear call, values can overlap the other calls;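 note: 0% = neutral control wells and 100% = positive control wells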
PvdQ inh: blocks Pseudomonas aeruginosa PvdQ acylase activity; purified PvdQ acylase, fluorescence plate reader; inhibition, % at 10 µM; hit rate 0.063% among 340,000; AID 488965; in the data active = inhibition above about 30%, passing the limit was not always enough; inconclusive = no clear call, values can overlap the other calls;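 note: 0% = vehicle neutral wells and 100% = reference inhibitor wells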
AddAB inh: less growth of phage-infected E. coli with AddAB; E. coli expressing H. pylori AddAB, absorbance growth; inhibition, % at 11.9 µM; hit rate 0.29% among 330,000; AID 435030; in the data active = inhibition above about 12%;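 note: 0% = vehicle wells of infected cells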
CAL PDZ FP: blocks peptide binding to human CAL PDZ domain; Q9HD26; purified CAL PDZ, TMR-peptide fluorescence polarization, 1 h; hit rate 0.02% among 330,000; inhibition, % at 20 µM;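 active = highest replicate inhibition of at least 40%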;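 note: plate controls were DMSO neutral control wells for no effect and unlabeled competitor peptide control wells for full effect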
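Control set: unlabelled peptide and DMSO controls / Material: purified CerCALP PDZ construct / Timing: 1 h incubation at room temperature before polarization reading / Doses: 20 µM, one dose / Detection: fluorescence polarization (mP)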
Rtt109 Vps75: blocks Candida albicans Rtt109/Vps75 acetyltransferase activity; AID 540336; Q5AAJ8; purified Rtt109/Vps75, ThioGlo CoA-SH fluorescence, 4 h; hit rate 0.16% among 330,000; inhibition, % at 34.9 µM;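 active = inhibition of at least 50% in every replicate; inconclusive = best replicate reaches 50% inhibition but some replicates fall short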
Target sequence (Q5AAJ8 whole entry, looked up): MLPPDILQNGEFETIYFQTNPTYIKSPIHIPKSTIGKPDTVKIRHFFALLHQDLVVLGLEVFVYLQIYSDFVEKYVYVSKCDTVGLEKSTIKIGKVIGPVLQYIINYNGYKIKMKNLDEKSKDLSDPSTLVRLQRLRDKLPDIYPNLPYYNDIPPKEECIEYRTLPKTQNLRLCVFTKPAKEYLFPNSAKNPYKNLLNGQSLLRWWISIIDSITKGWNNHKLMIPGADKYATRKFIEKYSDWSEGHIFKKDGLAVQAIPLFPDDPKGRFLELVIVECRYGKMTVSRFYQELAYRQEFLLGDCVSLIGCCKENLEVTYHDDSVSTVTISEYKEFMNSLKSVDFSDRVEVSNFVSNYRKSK
phage Ecoli inh: E. coli growth loss with phage present; growth absorbance; inhibition, % at 11.9 µM; hit rate 0.26% among 360,000; in the data active = inhibition above about 11%
* marks the source's active call; other numbers are inactive results; ? = inconclusive; / = no result given.

Each structure is followed by: DAGLB inhibitor | E coli growth | PfHsp90 yeast 2 | Tat export inh | Wnt bcat act | PvdQ inh | AddAB inh | CAL PDZ FP | Rtt109 Vps75 | phage Ecoli inh
[1] O=C(NCc1nnc2c(C(F)(F)F)cc(Cl)cn12)c1ccc(Br)o1
  4 | -1.3 | -6 | 2 | -2 | -13 | 2.8 | -2.9 | -2 | 2.5
[2] COc1ccc(NC(=O)C(Cl)=C(Cl)Cl)cn1
  0 | / | 14 | -1 | -1 | -13 | / | 0.0 | 8 | 4.9
[3] CCCOc1ccc(N2C(=O)CC(N3CCCC(C(=O)N4CCCC4)C3)C2=O)cc1 (stereo unspecified)
  -1 | 0.5 | ? | 1 | / | -1 | -1.9 | 0.2 | 2 | 2.1
[4] CCOC(=O)C1(c2csc(N)n2)COC(=O)C1 (stereo unspecified)
  -3 | 0.4 | / | 2 | -3 | 14 | 3.1 | -3.2 | 17 | 2.5
[5] Nc1nc(CSc2nc3ccccc3[nH]2)cs1
  -3 | 1.0 | 1 | 6 | / | 7 | 3.5 | -0.2 | 4 | 1.5
[6] O=C(/C=C/c1ccccc1)NCC(=O)N/N=C/c1ccccc1[N+](=O)[O-]
  -2 | 1.1 | 38 | -5 | -7 | 1 | 1.1 | -2.0 | / | 0.2
[7] CCC(Nc1nc(-c2ccccc2)nc2ccccc12)C(=O)O (stereo unspecified)
  1 | 0.0 | 15 | -11 | 1 | -4 | 1.4 | 0.7 | 5 | 1.9
[8] Cc1nn(-c2ccccc2)c(C)c1NC(=O)COc1ccc([N+](=O)[O-])cc1
  -3 | 1.6 | / | 0 | -2 | -3 | 0.9 | -1.4 | 4 | 1.5
[9] Cc1cc(NC(=O)c2cccc(Oc3ccccc3)c2)n[nH]1
  -1 | 0.3 | 18 | -3 | -1 | -10 | 1.2 | -0.3 | 2 | 3.0
[10] CCc1ccc(OC)c(S(=O)(=O)NCc2cccs2)c1
  -4 | -0.3 | -1 | -4 | 0 | 1 | 2.1 | 0.5 | 29 | 1.5
[11] O=C(/C=C/c1cccs1)NCc1ccc2c(c1)OCO2
  -7 | 0.9 | 3 | 2 | 4 | -12 | -1.2 | -0.3 | -2 | 2.0
[12] CC(C)C(=O)N1CCC2(CC1)Oc1ccc(Cl)cc1C(=O)C21CC(c2ccc(Cl)cc2)=NO1 (stereo unspecified)
  -3 | 1.5 | / | 0 | -7 | 2 | 3.7 | -1.4 | 13 | 2.1
[13] COc1cccc(C(=O)CN2C(=O)C(C)(C)Oc3ccc(C(=O)N4CCCCCC4)cc32)c1
  -2 | 0.3 | -25 | 7 | -1 | -9 | -1.8 | / | -4 | 1.9
[14] O=C(O)C1CCCN1c1nc(C(F)(F)F)nc2ccccc12 (stereo unspecified)
  -3 | -0.9 | -10 | -1 | 0 | -12 | 1.4 | -2.1 | 7 | 1.7
[15] COc1ccc(OC)c(-n2c(-c3ccccc3)n[nH]c2=S)c1
  -1 | 0.3 | 7 | 0 | -4 | -16 | 3.7 | 0.9 | -4 | 1.7
[16] Cc1ccc(C(=O)NCCCN2CCOCC2)cc1S(=O)(=O)N1CCOCC1
  3 | -2.4 | 10 | -2 | 2 | -6 | 0.4 | 0.4 | -4 | -1.6
[17] Cc1ccccc1NC(=S)Nc1ccc2[nH]c(=O)[nH]c2c1
  0 | -0.4 | 12 | -7 | 4 | 2 | -2.1 | 0.7 | 0 | -3.6
[18] O=C(CCNS(=O)(=O)c1cccc2nsnc12)N1CCN(c2ccccn2)CC1
  0 | 0.0 | 4 | 0 | / | 2 | 2.8 | -1.1 | -7 | /
[19] O=C(NC1CCN(C(=S)Nc2ccccc2)CC1)C1CCCCC1
  1 | 2.3 | -25 | -5 | -3 | 8 | 4.9 | -0.5 | -3 | -1.1
[20] COc1ccc(S(=O)(=O)Cc2ccc(C(=O)NCc3cccs3)o2)cc1
  2 | -2.1 | -14 | 0 | -3 | -19 | 2.1 | 0.1 | -10 | 0.5
[21] O=C(Nc1ccc(Br)cc1)C1CCCN(C2=NS(=O)(=O)c3ccccc32)C1 (stereo unspecified)
  -1 | -0.9 | -1 | 0 | 1 | 5 | -0.3 | -1.3 | 2 | -1.5
[22] COc1ccccc1C(c1nnnn1C(C)(C)C)N1CCN(Cc2ccncc2)CC1 (stereo unspecified)
  -2 | -0.6 | 25 | -8 | / | -8 | 2.3 | -0.4 | 5 | 0.5
[23] Cc1cc(C)nc(NC(=O)Cc2ccc(Br)cc2)n1
  0 | 1.4 | / | -5 | 0 | -14 | 0.6 | 0.9 | -1 | 0.8
[24] CCn1c(SCC(=O)NCc2cccs2)nnc1-c1ccco1
  1 | 0.7 | 12 | -4 | / | -4 | 0.7 | -1.4 | 0 | 1.1
[25] NC(=O)c1ccc(-c2ncc(-c3ccccc3)o2)cc1
  -2 | -1.6 | / | -4 | / | -11 | 0.8 | -4.4 | 0 | 0.6
[26] COc1ccccc1OCC(=O)NCc1cccs1
  0 | -2.2 | -6 | 4 | 23 | 5 | 3.6 | -1.0 | -5 | 1.9
[27] CCCCc1nc(SCC(=O)Nc2ncccn2)n[nH]1
  1 | -1.0 | -14 | 5 | / | -9 | -0.6 | / | -5 | -2.3
[28] COc1ccc2[nH]c3c(c2c1)CCN1C(=O)C(CC(=O)NCCN2CCOCC2)C[C@H](C(=O)N2CCCCC2)[C@@]31C (stereo partly specified)
  -3 | 1.8 | -1 | -7 | -1 | -9 | -0.4 | -0.8 | -2 | 3.3
[29] CN1CN=C(NS(=O)(=O)c2ccc([N+](=O)[O-])cc2)NC1
  -3 | 2.7 | -28 | -4 | 1 | -2 | 2.1 | -2.3 | -8 | 0.6
[30] O=c1cc(N2CCN(c3ccc(F)cc3)CC2)[nH]c(=O)n1Cc1ccc(F)cc1
  -1 | -3.0 | 6 | -5 | 0 | 3 | -3.4 | 0.3 | 3 | 3.0
[31] COc1ccc(C(=O)N(C)Cc2ccccc2)cc1Br
  / | 2.8 | / | / | -1 | / | 4.5 | / | / | 0.3
[32] O=C(O)COc1ccc2c3c(c(=O)oc2c1)CCC3
  0 | 1.2 | -22 | -1 | -2 | -12 | 0.0 | 0.2 | 2 | 1.7
[33] S=C(Nc1ccccc1)N1CCN(C2CCCCC2)CC1
  0 | 0.8 | 19 | -1 | 4 | 15 | -0.5 | -0.4 | 8 | 3.1
[34] COc1ccc(C(=O)Nc2ccc(N3CCN(C(=O)C(C)C)CC3)cc2)cc1[N+](=O)[O-]
  2 | 1.2 | 1 | -4 | / | -4 | 2.3 | -1.8 | -1 | 1.1
[35] CCOc1ccc(S(=O)(=O)NCc2cccnc2)cc1
  -1 | 0.7 | -11 | 5 | 15 | -7 | 1.3 | -2.6 | -1 | 0.6
[36] CN(C)C(=O)Cn1c(SCC(=O)NCc2ccc3c(c2)OCO3)nc2ccccc21
  3 | 0.8 | 5 | -5 | / | -8 | 1.4 | -0.3 | 11 | 3.8
[37] Cc1cc(S(=O)(=O)N2CCCC(N(C)CCc3ccccn3)C2)c(C)s1 (stereo unspecified)
  1 | -1.0 | / | -2 | -1 | -11 | -0.4 | -2.8 | 6 | 0.3
[38] COC(=O)c1cnc(Oc2ccc(NC(=O)NC(=O)c3c(F)cccc3Cl)cc2)cc1C(F)(F)F
  1 | -2.8 | 10 | 9 | 0 | -4 | -2.3 | 0.0 | 7 | 1.8
[39] COc1cc(/C=N/NC(=O)c2ccncc2)ccc1OCCN1CCCCC1
  1 | 0.9 | -37 | 3 | / | 7 | -0.5 | -0.1 | -7 | 4.2
[40] Cc1cc(S(=O)(=O)Nc2ccc3ccccc3c2)c(C)s1
  -8 | 1.7 | -17 | 9 | -3 | -7 | 3.3 | -3.0 | 3 | 1.5
[41] O=C(Cn1nc(-c2ccc(N3CCOCC3)c([N+](=O)[O-])c2)c2ccccc2c1=O)N1CCCCC1
  6 | -1.7 | 19 | 1 | 5 | 7 | 1.0 | -2.2 | 3 | 3.1
[42] CCC(C)(C(=O)NC1CCCC1)N(Cc1cccs1)C(C)=O (stereo unspecified)
  1 | -2.5 | -1 | 7 | / | -19 | -1.1 | -0.1 | -5 | 2.5
[43] CCOc1ccccc1C(=O)NC1CC2CCCC(C1)N2Cc1nnnn1Cc1ccco1 (stereo unspecified)
  2 | 0.5 | / | 6 | -5 | -3 | 1.4 | -0.3 | -7 | 3.1
[44] CCCC(=O)Nc1ccccc1NC(=O)c1ccc(OC(C)=O)cc1
  3 | 2.6 | 16 | 0 | 0 | -3 | 1.3 | 0.2 | 8 | 2.9
[45] CCN(CC(=O)NCc1ccc(F)cc1)C(=O)Cc1ccc(OC)cc1
  -6 | -0.3 | -11 | -6 | 0 | 5 | 1.0 | -1.8 | 20 | 1.8
[46] CC(Sc1ncccn1)C(=O)Nc1ccc2c(c1)OCO2 (stereo unspecified)
  -1 | -1.0 | -12 | 3 | 2 | -6 | 0.3 | 0.5 | -8 | 0.6
[47] Cc1cc(C)c(C#N)c(N2CCSCC2)n1
  -1 | -3.4 | 13 | 1 | 62* | -3 | -1.1 | -0.9 | 0 | 0.9
[48] CC(C)C[C@@H]1NC(=O)N(CCCn2ccnc2)C1=O
  -6 | 1.2 | -4 | 2 | -1 | 6 | 2.2 | 0.0 | -1 | 2.2
[49] CCOc1ccc(CCNC(=O)CCc2nnc3ccc(N4CCOCC4)nn23)cc1
  1 | 0.2 | 8 | 4 | -2 | -5 | 5.8 | -0.5 | -3 | 2.3
[50] CC1C/C(=N/NC(=O)c2ccc(CSc3nc4ccccc4[nH]3)cc2)CC(C)(C)C1 (stereo unspecified)
  1 | -0.3 | 31 | 1 | 2 | -2 | -3.3 | -1.7 | -5 | 1.5
[51] O=C(N/N=C/C(Br)=C/c1ccccc1)c1cnccn1
  -3 | 2.9 | -8 | -2 | 33* | 7 | 4.2 | -1.7 | 0 | 4.3
[52] Cc1c(Br)c([N+](=O)[O-])nn1CC(=O)NCc1cccs1
  1 | 0.9 | 0 | 8 | / | -6 | 3.1 | -0.3 | -6 | 3.0
[53] O=C(Cc1c(F)cccc1Cl)NCCN1CCOCC1
  2 | -1.2 | -28 | -1 | -1 | -9 | 2.6 | -3.2 | -5 | 2.8
[54] O=C(COC(=O)c1cccc(-n2cnnn2)c1)Nc1c(Cl)cccc1C(F)(F)F
  1 | -2.6 | 6 | 5 | 2 | -21 | -2.3 | -2.1 | 4 | 2.0
[55] CCNC(=O)c1ccc(NS(=O)(=O)c2ccc3[nH]c(=O)[nH]c3c2)cc1
  1 | 0.1 | 16 | 2 | -4 | 1 | 1.5 | -2.2 | -4 | 2.4
[56] O=C(N/N=C/c1ccc(N2CCCCC2)o1)c1ccccc1[N+](=O)[O-]
  0 | -1.4 | -17 | 0 | 3 | -15 | 0.1 | -0.1 | 18 | 3.1
[57] O=C(c1ccc(Cl)cc1)N1CCCCC(Sc2nnc(-c3ccc4c(c3)OCO4)o2)C1=O (stereo unspecified)
  1 | 0.5 | 2 | -9 | -4 | -3 | 2.1 | -1.2 | -15 | -0.5
[58] O=C(CCCC1=NS(=O)(=O)c2ccccc2N1)N1CCN(c2ccc(Cl)cc2)CC1
  3 | -0.7 | -6 | 3 | -2 | 8 | 4.8 | 0.6 | 8 | 1.5

Screens: PubChem BioAssay, several laboratories
